# High-throughput results as filed in PubChem.
# Measles CPE: protection of cells from measles virus; protection (pct of control), % at 4 µM; Measles virus-infected cells, CPE protection, absorbance; 140,000 tested, 1.5% active; in the data active = protection mostly above about 24%, no sharp cut-off; inactive = mostly below about 26%; also: some compounds called inactive have numbers as strong as hits
# bCat KO growth: beta-catenin-lacking colon tumor cell growth suppression. HCT116 beta-catenin knockout viability, CellTiter-Glo, 60 h; hits give low values. viability, % at 10 µM. 140,000 tested, 1.5% active;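 active = viability at or under a set limit, the compound median less 4 SD, cut at about 6% in these data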;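 also: 0% = Hyamine 1622 control at 20 µM and 100% = untreated cell control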
# GALR2 blocker: blocks the human galanin receptor 2. inhibition, % at 4 µM. GALR2-expressing cells, antagonist mode. AID 828. 140,000 tested, 0.39% active. O43603; in the data active = inhibition above about 27%;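 also: cells stimulated with galanin 1-16 at roughly its EC80; 0% = agonist challenge control and 100% = basal control without agonist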
# Target sequence (O43603 whole entry, looked up): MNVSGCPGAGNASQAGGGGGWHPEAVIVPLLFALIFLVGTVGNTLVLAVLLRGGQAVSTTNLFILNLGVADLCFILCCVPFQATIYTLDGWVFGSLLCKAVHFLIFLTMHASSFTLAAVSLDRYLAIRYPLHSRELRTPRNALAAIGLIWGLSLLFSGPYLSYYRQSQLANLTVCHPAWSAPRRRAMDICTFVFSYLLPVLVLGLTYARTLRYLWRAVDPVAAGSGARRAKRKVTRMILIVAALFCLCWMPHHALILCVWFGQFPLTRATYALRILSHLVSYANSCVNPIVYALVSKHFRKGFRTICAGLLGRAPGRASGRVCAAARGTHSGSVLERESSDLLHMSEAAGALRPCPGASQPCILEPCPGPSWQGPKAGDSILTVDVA
# Phagocytosis inh: inhibitors of macrophage phagocytosis; J774A.1 macrophage IgG-bead phagocytosis, imaging; inhibition, % at 5 µM; 110,000 tested, 0.07% active; AID 1029;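 active = inhibition above the mean of the plate negative controls plus 5 SD, cut at about 13% in these data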;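 also: phagocytic index as fraction of beads internalized from green versus red external bead signal; plate controls were DMSO negative control for no effect and cytochalasin-D positive control for full effect; some results beyond the cut were filed as inactive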
# Yeast growth inh: yeast BB579 growth reduction in restrictive medium; 140,000 tested, 0.51% active; S. cerevisiae BB579 growth, OD615, 48 h; AID 804; inhibition, % at 10 µM;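 active = inhibition above a set limit, 3 SD over the mean compound inhibition, cut at about 44% in these data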; also: inactives centre near -24
#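 Material: Saccharomyces cerevisiae DeaD strain BB579, replicative lifespan model yeast; buffer or medium: CSMM-D restrictive synthetic medium containing dextrose (glucose); compound: 10 µM single dose, DMSO 0.25%; timing: 48 h compound exposure at 30 °C after 4 h preincubation; signal: turbidity as optical density at 615 nm; benchmarks: positive control amphotericin B 10 µg/mL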
# MRP1 act: activates MRP-1; H69AR cells + doxorubicin, viability rescue, CellTiter-Glo; AID 799; viability increase, % at 10 µM; 140,000 tested, 0.61% active;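 active = viability gain under doxorubicin at or above a set limit, the compound median plus 3 SD, cut at about 4.7% in these data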;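 also: MRP-1 overexpressing cells given doxorubicin 25 µM after compound pretreatment; 18-22 h compound pretreatment then 72 h with doxorubicin before readout; 0% = doxorubicin-only wells and 100% = vehicle-treated cells without doxorubicin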
# NPY Y2 blocker: blocks the human neuropeptide Y Y2 receptor; NPY-Y2 expressing cells, antagonist mode; inhibition, % at 2.7 µM; 140,000 tested, 0.99% active; AID 793; in the data active = inhibition above about 17%;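 also: 0% = vehicle with agonist challenge and 100% = reference antagonist with challenge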
# Target sequence (P49146 whole entry, looked up): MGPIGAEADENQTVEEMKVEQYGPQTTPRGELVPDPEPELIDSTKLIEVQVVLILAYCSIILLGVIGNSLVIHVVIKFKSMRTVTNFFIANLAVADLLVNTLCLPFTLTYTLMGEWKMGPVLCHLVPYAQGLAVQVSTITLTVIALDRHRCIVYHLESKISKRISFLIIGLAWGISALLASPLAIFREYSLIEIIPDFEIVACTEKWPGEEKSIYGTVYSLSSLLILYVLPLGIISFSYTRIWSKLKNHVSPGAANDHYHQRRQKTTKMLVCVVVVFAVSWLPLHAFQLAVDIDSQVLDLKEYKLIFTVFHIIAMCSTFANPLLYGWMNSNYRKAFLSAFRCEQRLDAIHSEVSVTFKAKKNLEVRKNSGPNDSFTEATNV
# Yeast lifespan up: extends the lifespan of yeast. AID 775. inhibition of the nicotinamide effect, % at 10 µM. 130,000 tested, 0.68% active. S. cerevisiae growth with nicotinamide, OD615; deaD strain in restrictive glucose medium;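 active = inhibition above a set limit, placed 3 SD over the median of all compounds, cut at about 26% in these data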;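 also: 0% = nicotinamide-treated wells and 100% = cells grown without nicotinamide; some compounds called inactive have numbers as strong as hits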
#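 Material: Modified budding yeast, DeaD strain | Medium: Restrictive glucose medium | Probe or stimulus: 1.5 mM nicotinamide | Dosing: Single dose 10 µM compound, 0.25% DMSO | Times: 48 h at 30 °C | Technique: OD615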
# PTEN del growth: suppresses growth of cells with PTEN deletion; AID 827; HCT116 PTEN-null viability, CellTiter-Glo, 60 h; hits give low values; 140,000 tested, 1.2% active; viability, % at 10 µM;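 active = viability at or below a set limit, 4 SD under the median of all tested compounds, cut at about 3.7% in these data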;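 also: PTEN knockout HCT116 line with beta catenin targeted HCT116 as companion control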
# E-sel TNF inh: blocks E-selectin expression induced by TNF alpha; HUVEC TNFa-induced E-selectin immunofluorescence, high content; AID 1246; 120,000 tested, 0.71% active; inhibition, % at 2 µM;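 active = inhibition above the batch mean plus 3 SD, and confirmed as a hit on visual image review, cut at about 43% in these data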;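 also: 0% = TNF-stimulated DMSO wells and 100% = unstimulated control wells; not every result past the cut was called active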
# Starred values were filed as active, the others as inactive; nt = not tested or not shown.
1) CC(=O)c1ccc2cccc3c2c1N=CN3C
2) CCOC(=O)c1ccc2c(c1)nc(SCC(=O)c1cc3ccccc3o1)n2CC
3) O=C(NC1CCN(C(=O)N2c3ccccc3Sc3ccccc32)CC1)c1ccco1
4) O=C(CNC(=O)c1cc2ccccc2o1)NCc1cccs1
5) CCOc1ccc(OCC)c(-c2c(=O)n(OCc3ccccc3C(=O)OC)c3ccccc3[n+]2[O-])c1
6) Cc1cc(/C=c2/sc3nc4ccccc4n3c2=O)c(C)n1-c1ccccn1
7) CCn1cc(C(=O)Nc2ccc(-n3cnnn3)c(OC)c2)c(=O)c2ccc(C)nc21
8) Cc1cc(NC(=O)CN2CCN(c3ncccn3)CC2)no1

assay / compound,1,2,3,4,5,6,7,8
Measles CPE,12,4,0,6,7,16,2,1
bCat KO growth,88,76,88,79,85,50,101,100
GALR2 blocker,-1,-5,9,8,9,-28,-14,2
Phagocytosis inh,4,0,-1,nt,nt,-4,0,-1
Yeast growth inh,7,-9,-30,-25,-37,-27,-49,-35
MRP1 act,-3.0,-2.8,-1.0,-3.2,-2.6,-2.4,0.8,0.3
NPY Y2 blocker,0,2,1,4,2,3,2,-2
Yeast lifespan up,-16,-23,-9,-8,-15,-10,-7,-3
PTEN del growth,92,74,89,83,83,49,108,109
E-sel TNF inh,-9,-5,-17,16,-14,1,0,nt

9) Cc1ccc(C(=O)NC2CC(C)(C)NC(C)(C)C2)c(C)c1
10) C1CCCC(N2CCNCC2)CC1
11) COc1ccc(C(=O)N2CCC(n3c(C)nc4cc(F)ccc43)CC2)cc1OC
12) O=C(Nc1ccc(F)cc1F)c1cccnc1
13) CCCCNC(=O)CSc1nc2ccccc2c(=O)n1CCNC(C)=O
14) COc1ccc(CCNC(=O)CCCn2c(SCC#N)nc3ccccc3c2=O)cc1OC
15) c1ccc(-c2ncc3c(ccc4ccccc43)n2)cc1
16) C/C(=N/N1CCN(c2ccccn2)CC1)c1ccc([N+](=O)[O-])cc1

assay / compound,9,10,11,12,13,14,15,16
Measles CPE,2,3,21,6,3,3,5,13
bCat KO growth,98,91,89,103,88,96,69,91
GALR2 blocker,-14,-2,1,12,3,5,16,-20
Phagocytosis inh,0,nt,-1,-1,nt,-4,-9,1
Yeast growth inh,-53,-24,-23,-12,-40,-36,-26,22
MRP1 act,-0.2,-1.1,-2.1,0.5,-2.4,-2.5,-4.6,2.0
NPY Y2 blocker,2,1,9,4,-1,3,3,1
Yeast lifespan up,-7,nt,-10,-9,-9,4,-1,-3
PTEN del growth,111,105,100,90,93,93,72,89
E-sel TNF inh,8,3,-11,-34,28,-11,-5,nt

17) O=C(CC12CC3CC(CC(C3)C1)C2)NCC(=O)N1CCc2ccccc2C1
18) Clc1cccc(-c2ccc(/C=N/n3cnnc3)o2)c1Cl
19) Cc1cc(NC(=O)CSc2nnc(-c3ccc(Br)o3)n2Cc2ccccc2)no1
20) O=C(c1cc2c(s1)CCCC2)N1CCN(S(=O)(=O)c2ccccc2C(F)(F)F)CC1
21) CCOC(=O)c1ccccc1Nc1cc(C)nc2nc(C)nn12
22) CC(=O)c1ccc(OCCCC(=O)NC2=NCCS2)cc1
23) CCCn1c(SCC(=O)Nc2nc3c(s2)CCCC3)nc2c1c(=O)n(C)c(=O)n2C
24) Clc1ccccc1CONc1ncnc2nonc12

assay / compound,17,18,19,20,21,22,23,24
Measles CPE,5,6,2,6,4,5,1,9
bCat KO growth,101,76,93,74,94,83,91,100
GALR2 blocker,3,8,7,-9,2,4,-6,-7
Phagocytosis inh,0,nt,-2,-6,nt,-2,1,-1
Yeast growth inh,-8,13,-30,-10,13,-6,-30,-2
MRP1 act,-0.1,-6.1,-2.3,0.0,-1.2,-2.3,-2.8,0.2
NPY Y2 blocker,-1,4,5,4,1,1,2,-2
Yeast lifespan up,-16,nt,-4,0,-13,-7,0,-5
PTEN del growth,88,78,92,100,94,93,73,92
E-sel TNF inh,-9,26,9,-1,9,-11,4,-11

25) O=c1c2sc(-c3ccccc3)cc2nc2n1CCC2
26) Cc1nn(-c2ccc(F)cc2)c2sc(C(=O)N3CCCCCC3)cc12
27) CCOC(=O)c1sc(Nc2nc3c(OC)cccc3s2)nc1C
28) Cc1ccc(C(=O)N2c3ccccc3N(Cc3ccccc3)C(=O)C2(C)C)cc1
29) Cc1ccc(S(=O)(=O)NCCCCCC(=O)NC(C)(C)CO)cc1
30) O=C(N[C@@H](Cc1ccccc1)C(=O)NC1CCCCC1)c1ccco1
31) COc1cc2ncnc(NCc3ccccc3C)c2cc1OC
32) O=C1CC(c2ccc(F)c(Br)c2)C2=C(CCCC2=O)N1 (stereo not given)

assay / compound,25,26,27,28,29,30,31,32
Measles CPE,5,3,4,4,9,1,3,11
bCat KO growth,73,76,29,11,99,91,106,89
GALR2 blocker,-2,-21,-3,7,-7,-1,3,8
Phagocytosis inh,nt,1,5,nt,3,4,0,-1
Yeast growth inh,83*,-47,-23,-21,-34,-24,-29,-28
MRP1 act,-3.5,-1.8,-3.0,-3.0,-2.4,-2.5,-1.7,0.2
NPY Y2 blocker,-2,2,1,10,6,5,3,0
Yeast lifespan up,nt,-8,-11,-15,-2,-3,-11,-12
PTEN del growth,80,90,27,10,94,85,103,95
E-sel TNF inh,-7,-17,-32,12,30,38,5,-14

33) COc1ccc(CNC(=O)c2ccc(=O)oc2)cc1OC
34) Cc1ccc(NC(=O)c2c(O)c3ccccc3n(C)c2=O)nc1
35) COc1ccc(N2CCN(S(=O)(=O)c3cccs3)CC2)cc1
36) O=C1N/C(=C/c2ccco2)C(=O)N1Cc1ccccc1F
37) CCOC(=O)C(NC(=O)c1ccccc1)=C1CCCCC1
38) CCCc1cc(C(=O)Nc2sc(C)c(CC)c2C#N)no1
39) Cc1cc(C)nc(NC(=O)/C=C/c2ccccc2Cl)c1
40) Fc1ccc(Cn2nnnc2CN2CCN(C3CCCC3)CC2)cc1

assay / compound,33,34,35,36,37,38,39,40
Measles CPE,6,11,3,0,4,3,9,37
bCat KO growth,91,77,96,92,105,95,78,94
GALR2 blocker,15,12,2,3,-8,8,7,1
Phagocytosis inh,0,1,0,-13,-1,1,-3,-2
Yeast growth inh,17,-62,-18,-30,-27,10,-24,4
MRP1 act,-2.4,-2.6,0.4,-1.2,0.1,1.6,-1.2,-1.4
NPY Y2 blocker,-1,0,0,0,2,6,4,8
Yeast lifespan up,-7,10,5,3,-5,-7,-8,3
PTEN del growth,92,60,92,94,112,94,78,91
E-sel TNF inh,16,-12,-18,nt,nt,-17,nt,nt

# By substructure: the compounds so far with fluorine.
11) COc1ccc(C(=O)N2CCC(n3c(C)nc4cc(F)ccc43)CC2)cc1OC
12) O=C(Nc1ccc(F)cc1F)c1cccnc1
20) O=C(c1cc2c(s1)CCCC2)N1CCN(S(=O)(=O)c2ccccc2C(F)(F)F)CC1
26) Cc1nn(-c2ccc(F)cc2)c2sc(C(=O)N3CCCCCC3)cc12
32) O=C1CC(c2ccc(F)c(Br)c2)C2=C(CCCC2=O)N1 (stereo not given)
36) O=C1N/C(=C/c2ccco2)C(=O)N1Cc1ccccc1F
40) Fc1ccc(Cn2nnnc2CN2CCN(C3CCCC3)CC2)cc1

assay / compound,11,12,20,26,32,36,40
Measles CPE,21,6,6,3,11,0,37
bCat KO growth,89,103,74,76,89,92,94
GALR2 blocker,1,12,-9,-21,8,3,1
Phagocytosis inh,-1,-1,-6,1,-1,-13,-2
Yeast growth inh,-23,-12,-10,-47,-28,-30,4
MRP1 act,-2.1,0.5,0.0,-1.8,0.2,-1.2,-1.4
NPY Y2 blocker,9,4,4,2,0,0,8
Yeast lifespan up,-10,-9,0,-8,-12,3,3
PTEN del growth,100,90,100,90,95,94,91
E-sel TNF inh,-11,-34,-1,-17,-14,nt,nt

# Carrying on:
41) Cc1ccc(S(=O)(=O)Nn2c(C)nnc2-n2nc(C)cc2C)cc1
42) CCNCc1cc2cc(C)ccc2[nH]c1=O
43) COC(=O)c1cc(OC)c(OC)cc1NC(=O)CSc1ccccc1
44) CCOC(=O)c1c(C)n(C)c2ccc(O)c(CN(CC)CC)c12
45) Cc1ccc(S(=O)(=O)N(CC(=O)NCCSc2ccccn2)c2ccc(C)c(C)c2)cc1
46) O=C(Nc1ccccc1F)c1ccc(-n2cncn2)nc1
47) CCOC(=O)c1nn(C)c(C)c1Cl
48) Cc1ccccc1NC(=O)C(C)c1ccc(-c2ccccc2)c(F)c1 (stereo not given)
49) C/C(=C\C(=O)c1ccc(Br)cc1)Nc1ccc(Cl)cc1
50) S=c1nc(-c2ccccc2)[nH]n1-c1ccccc1

assay / compound,41,42,43,44,45,46,47,48,49,50
Measles CPE,2,13,11,0,3,7,5,3,15,6
bCat KO growth,93,70,86,59,80,88,88,82,95,111
GALR2 blocker,2,7,-9,7,-10,-5,-6,18,4,15
Phagocytosis inh,0,2,-1,0,nt,-4,-1,0,1,nt
Yeast growth inh,-8,-29,-19,-17,-27,5,-61,-37,-53,-42
MRP1 act,0.9,-1.9,-1.4,-3.1,1.2,-1.9,1.8,0.5,-0.1,-2.2
NPY Y2 blocker,-1,-2,8,15,5,0,7,5,11,3
Yeast lifespan up,-1,-6,-7,-3,13,-11,3,-1,-1,-10
PTEN del growth,94,69,91,65,93,91,102,72,86,90
E-sel TNF inh,-1,7,-6,15,6,33,nt,-7,1,-1

# Quoted at random: four records from the list
45) Cc1ccc(S(=O)(=O)N(CC(=O)NCCSc2ccccn2)c2ccc(C)c(C)c2)cc1
46) O=C(Nc1ccccc1F)c1ccc(-n2cncn2)nc1
49) C/C(=C\C(=O)c1ccc(Br)cc1)Nc1ccc(Cl)cc1
50) S=c1nc(-c2ccccc2)[nH]n1-c1ccccc1

assay / compound,45,46,49,50
Measles CPE,3,7,15,6
bCat KO growth,80,88,95,111
GALR2 blocker,-10,-5,4,15
Phagocytosis inh,nt,-4,1,nt
Yeast growth inh,-27,5,-53,-42
MRP1 act,1.2,-1.9,-0.1,-2.2
NPY Y2 blocker,5,0,11,3
Yeast lifespan up,13,-11,-1,-10
PTEN del growth,93,91,86,90
E-sel TNF inh,6,33,1,-1
